TAG inh = reduces triacylglycerol accumulation in H9c2 cells | Nile Red lipid (TAG) fluorescence; cells loaded with 200 µM oleic acid | inhibition, % at 12.5 µM | 0.66% of 230,000 active | AID 651582;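 active = pattern-corrected inhibition of lipid staining of at least 50% with the nuclear-stain viability signal not falling by more than 50%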;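 note: 0% = DMSO wells and 100% = triacsin C control wells; some results filed as inactive read as strong as hits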
TAG inh DAPI viability = recorded beside TAG inh, whose call it bears; DAPI nuclei signal change (viability), lower = more cytotoxic, %;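 whole-well DAPI fluorescence read on a plate reader as a viability signal; minus 50 percent equals half of cells still viable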
* = called active by the depositor. A portion of the library. The share of hits here may be higher or lower than overall.

SMILES	TAG inh	TAG inh DAPI viability
Nc1cc(Cl)ccc1C(=O)OCC(=O)NC1CCCCCCC1	-18	4
Nc1cc(-c2ccccc2)n2c(n1)nc1ccccc12	0	6
N#C/C(=C\N1CCOCC1)C(N)=O	-10	-5
N#Cc1nc(COc2ccccc2)oc1N1CCCCCC1	-17	-12
O=C(Nc1ccccc1)c1cc(C2CCCCN2C(=O)c2ccccc2)on1 (stereo not given)	9	-6
COc1ccc(NC(=O)c2ccc(OC)c(S(=O)(=O)N3CCCCC3C)c2)cn1 (stereo not given)	-5	-6
OC(COc1ccc(-c2ccccc2)cc1)CN1CCCCC1 (stereo not given)	7	-1
COc1ccc(C(=O)NCCn2cc(SCC(=O)N3CCOCC3)c3ccccc32)cc1	16	-5
O=C(NCCCN1CCOCC1)c1cc(Cl)ccc1OCc1ccccc1	14	5
COc1cc(CCCN2CCNC[C@H]2Cc2cccc3ccccc23)cc(OC)c1OC	20	-1
O=C(O)CCN1C(=O)c2ccc(NC(=O)c3ccco3)cc2C1=O	-6	-4
CC(=O)C1=C(C)NC(=O)NC1c1cc(Br)ccc1OCC#N (stereo not given)	5	-5
Cn1cc(Cl)c(C(=O)NC(=S)Nc2sc3c(c2C#N)CCCCC3)n1	1	10
CCC(=O)Oc1oc(-c2ccccc2)nc1C=Nc1ccc(C)cc1	7	2
CN(Cc1cccs1)C(=O)CN1C(=O)c2ccccc2S1(=O)=O	10	1
CC1CCCC(C)N1C(=O)COC(=O)CNC(=O)c1ccccc1 (stereo not given)	-16	3
CCCNC(=O)c1ccc2c(c1)ncn2-c1cc(C)cc(C)c1	-5	-2
CCOC(=O)c1c(C)[nH]c(C(=O)OCc2ccc([N+](=O)[O-])cc2)c1C	-13	2
OC1COC(OCc2ccccc2)C(O)C1O (stereo not given)	17	-7
CN(C(=O)c1ccc(OC2CCN(CCc3ccccc3)CC2)cc1)C1CCOC1 (stereo not given)	6	5
CC1Cc2ccccc2N1C(=O)COC(=O)c1cccc(Br)c1 (stereo not given)	-3	0
NC(=O)c1ccc(NC(=O)Cc2csc(-c3ccccc3)n2)cc1	-25	9
COC(=O)c1ccc(C(NC(=O)OCc2ccccc2)/C(C)=C/[C@@H](C)C(=O)NCc2ccc(OC)c(OC)c2)cc1 (stereo not given in full)	23	-9
COc1ccc(NC(=O)CON=CC(=O)Nc2ccc(C)cc2)c(OC)c1	-1	6
COc1ccc(CNC(=O)C(=O)NCC2OCCN2S(=O)(=O)c2ccc(OC)c(OC)c2)cc1 (stereo not given)	22	-1
Cc1cccc(N(C)C(=O)CCS(=O)(=O)c2cccc3nonc23)c1	-11	6
Cc1ccc(S(=O)(=O)N2CCCCC2)cc1NC(=O)c1ccncc1	-3	-2
COc1ccc(CNC(=O)c2ccc(C(C)C)cc2)cc1	-10	8
COC(=O)CSc1nnc(CNS(=O)(=O)c2ccc(Br)cc2)n1C	-5	5
COc1ccc(NC(=O)CSc2nnc(Cn3cnc4ccccc43)n2C)cc1	-4	-3
CC(C)c1ccc(OCC(=O)N(Cc2ccco2)C2CCS(=O)(=O)C2)cc1 (stereo not given)	11	-7
CC(C)NC(=O)Nc1ccc2c(c1)C(=O)N([C@H](C)CO)C[C@H](C)[C@@H](CN(C)S(=O)(=O)c1cn(C)cn1)O2	-1	4
O=c1cc(-c2ccccc2)c2ccc(O)cc2o1	7	1
Cc1c(Nc2nc(-c3cccc([N+](=O)[O-])c3)cs2)c(=O)n(-c2ccccc2)n1C	5	10
C=CCn1c(CNC(=O)c2ccccc2F)nnc1SCc1nc2ccccc2c(=O)[nH]1	13	2
O=C(O)CSc1nnc(CNc2cccc(C(F)(F)F)c2)n1Cc1ccco1	-10	0
COc1ccccc1/C=N/NC(=O)c1ccccc1Cl	-9	9
C/C(=N/NC(=O)c1ccc(C(C)(C)C)cc1)c1ccccn1	50	-23
CCCC(C)C(=O)Nc1cc(S(=O)(=O)N2CCCCC2)ccc1N1CCOCC1 (stereo not given)	2	-5
CCN(CC)C(=O)[C@H]1CC(CC(=O)NCc2ccco2)C(=O)N2CCc3c([nH]c4ccc(OC)cc34)[C@]12C (stereo not given in full)	7	1
CCOc1ccc(N=C2NC(=O)S/C2=C\c2ccc(N(C)C)cc2)cc1	-58	5
c1ccc(-c2noc(-c3cccc4ccccc34)n2)nc1	-1	3
Cn1c(N)c(C(=O)COC(=O)CN2C(=O)c3ccccc3C2=O)c(=O)n(C)c1=O	6	4
O=C(NCC(c1cccs1)N1CCOCC1)c1ccc(Cl)cc1 (stereo not given)	3	-2
O=C(NCc1cc(C(F)(F)F)cc(C(F)(F)F)c1)C1CC(c2c(Cl)cccc2Cl)=NO1 (stereo not given)	7	7
O=C(CSc1nc2ccccc2c(=O)[nH]1)Nc1ccc(Br)cc1	12	-14
O=C(N/N=C1\CCSc2ccc(F)cc21)c1cccnc1	5	-10
COC1OC2COC(c3ccccc3)OC2C2OC12 (stereo not given)	-13	-9
O=C(Nc1ccccn1)NC12CC3CC(CC(C3)C1)C2	-10	2
CCCCCCN1C(=O)CC(NC(=O)OCC2c3ccccc3-c3ccccc32)C/C=C\C1C(C)C (stereo not given)	13	5
Cc1ccc(CN(C)CC(=O)Nc2ccc3c(c2)CCC3)cc1	-4	10
Cc1nc(N)nc(Cl)c1Cc1ccc(Cl)cc1	2	12
CC(C(=O)N1CCCC1)c1ccc([N+](=O)[O-])cc1 (stereo not given)	-5	0
CCCCC1(C(=O)OCC)CC(CSC(=N)N)OC1=O (stereo not given)	-3	-7
CCCCN(CCCC)S(=O)(=O)c1ccc(OC)c2ncccc12	-32	-12
N#CC1=C(Nc2ccccc2)SC=C(c2ccc(Cl)c(Cl)c2)N=C1N1CCOCC1	35	1
Cc1nn(Cc2nnc(SCC(=O)Nc3cccc(C(F)(F)F)c3)n2C)c(C)c1[N+](=O)[O-]	14	-11
NC(=O)NNC1=Nc2cccc3cccc1c23	7	-6
Cc1c(/C=N/O)sc2ccccc12	5	-9
CN(CCNC(=O)CCNC(=O)Cn1ccc2ccccc2c1=O)Cc1ccccc1	3	-8
Next compounds.
SMILES	TAG inh	TAG inh DAPI viability
Cc1ccc(SCCC(=O)OCC(=O)Nc2ccc(S(N)(=O)=O)cc2)cc1	-6	5
Brc1cccc(Nc2nc(-c3cccnc3)cs2)c1	1	-2
Cc1ccc([C@H]2C[C@@H](n3cc(COC(=O)c4ccccc4)nn3)[C@H](O)CN2Cc2cccs2)cc1	-51	12
CC(=O)Nc1ccccc1OCc1nnc(-c2ccccc2Cl)o1	2	-5
Cc1cccc(-c2nnc(-c3cccc4ccccc34)o2)c1	-16	0
Cc1nccn1CC(=O)N/N=C/c1cc(Br)cs1	-11	-5
CCc1ccc(Nc2nnc(SCC(=O)N(C)C3CCS(=O)(=O)C3)s2)cc1 (stereo not given)	-7	7
CCOC(=O)Cc1csc(NC(=O)C(C)c2ccc([N+](=O)[O-])cc2)n1 (stereo not given)	-29	-2
O=C(Nc1nccs1)c1ccc(Cl)s1	9	-4
CC1CCC2(CC1)NC(=O)N(Cc1cccc(C(F)(F)F)c1)C2=O (stereo not given)	0	-16
COc1ccc(N2CCN(C(=O)c3cc4c(-c5cccc(OC)c5)nn(C)c4s3)CC2)cc1	-19	4
COc1ccc(CCNC(=O)CSc2nc3[nH]ncc3c(=O)[nH]2)cc1OC	-5	-1
O=C(NCCC1CCCCN1S(=O)(=O)c1ccccc1)C(=O)Nc1ccccc1F (stereo not given)	-7	6
CCCc1cc(=O)[nH]c(SCC(=O)Nc2ccc(S(=O)(=O)N3CCCC3)cc2)n1	-15	6
CC(Oc1ccccc1)C(=O)Nc1ccc(NC(=O)c2ccccc2)cc1 (stereo not given)	-7	1
O=C(NC1CCCCC1)c1ccc(CN2CCOCC2)cc1	-5	-7
Cc1cc(Br)ccc1SCC(=O)OC/C(O)=C(\C#N)c1nc2ccccc2[nH]1	13	7
S=C(Nc1ccc(Cl)cc1)N(CCCN1CCOCC1)Cc1cccs1	-5	8
Cc1c(CCOC(=O)c2ccc(Cl)cc2Cl)sc[n+]1CC(=O)c1ccc(Br)cc1	-1	1
O=S1(=O)CCN2C(c3ccc4c(c3)CCCC4)=CSC2=N1	15	-8
Cc1cc(NCC(=O)Nc2ccc(C)c(S(=O)(=O)N3CCOCC3)c2)ccc1Br	-1	-9
Cc1ccc(/C(N)=N/OC(=O)c2cc(-c3ccccc3)nc3ccccc23)cc1	-21	15
Cc1ccc(-c2noc(CC(=O)c3ccc([N+](=O)[O-])cc3)n2)cc1	0	0
CC(C)CCN1C(=O)c2ccc(C(=O)NCc3ccccn3)cc2C1=O	0	-8

Given in markdown: 17 of the compounds above.
| Structure | TAG inh | TAG inh DAPI viability |
| --- | --- | --- |
| Cc1cccc(-c2nnc(-c3cccc4ccccc34)o2)c1 | -16 | 0 |
| Cc1nccn1CC(=O)N/N=C/c1cc(Br)cs1 | -11 | -5 |
| CCc1ccc(Nc2nnc(SCC(=O)N(C)C3CCS(=O)(=O)C3)s2)cc1 (stereo not given) | -7 | 7 |
| CCOC(=O)Cc1csc(NC(=O)C(C)c2ccc([N+](=O)[O-])cc2)n1 (stereo not given) | -29 | -2 |
| O=C(Nc1nccs1)c1ccc(Cl)s1 | 9 | -4 |
| CC1CCC2(CC1)NC(=O)N(Cc1cccc(C(F)(F)F)c1)C2=O (stereo not given) | 0 | -16 |
| COc1ccc(N2CCN(C(=O)c3cc4c(-c5cccc(OC)c5)nn(C)c4s3)CC2)cc1 | -19 | 4 |
| COc1ccc(CCNC(=O)CSc2nc3[nH]ncc3c(=O)[nH]2)cc1OC | -5 | -1 |
| O=C(NCCC1CCCCN1S(=O)(=O)c1ccccc1)C(=O)Nc1ccccc1F (stereo not given) | -7 | 6 |
| CCCc1cc(=O)[nH]c(SCC(=O)Nc2ccc(S(=O)(=O)N3CCCC3)cc2)n1 | -15 | 6 |
| CC(Oc1ccccc1)C(=O)Nc1ccc(NC(=O)c2ccccc2)cc1 (stereo not given) | -7 | 1 |
| O=C(NC1CCCCC1)c1ccc(CN2CCOCC2)cc1 | -5 | -7 |
| Cc1cc(Br)ccc1SCC(=O)OC/C(O)=C(\C#N)c1nc2ccccc2[nH]1 | 13 | 7 |
| S=C(Nc1ccc(Cl)cc1)N(CCCN1CCOCC1)Cc1cccs1 | -5 | 8 |
| Cc1c(CCOC(=O)c2ccc(Cl)cc2Cl)sc[n+]1CC(=O)c1ccc(Br)cc1 | -1 | 1 |
| O=S1(=O)CCN2C(c3ccc4c(c3)CCCC4)=CSC2=N1 | 15 | -8 |
| Cc1cc(NCC(=O)Nc2ccc(C)c(S(=O)(=O)N3CCOCC3)c2)ccc1Br | -1 | -9 |

New compounds follow
SMILES	TAG inh	TAG inh DAPI viability
COc1cccc(CN2CCNC(=O)C2CC(=O)NCC(C)(C)N2CCOCC2)c1OC (stereo not given)	-3	-4
Cc1ccc(C(=O)C[n+]2ccc(Cc3ccccc3)cc2)cc1	-7	-2
Cc1ccccc1N1C(=O)C(Cl)=C(N2CCCCCC2)C1=O	1	-1
CCCc1nnc(SCC(=O)N2CCOCC2)n1Cc1ccco1	-15	4
C=CCn1c(SCC(=O)Nc2ccc3c(c2)OCO3)nnc1-c1ccccc1OC	28	-20
COc1ccc(CCc2nnc(CCC(=O)NCc3cnn(-c4ccccc4C)c3)o2)cc1	12	2
Cc1occc1C(=O)NNC(=O)CN1C(=O)NC2(CCCCC2)C1=O	-5	7
CCOC(=O)C1=C(C)NC(=O)C(C(N)=O)C1c1ccccc1 (stereo not given)	-1	-11
O=C(/C=C/Nc1ccc(S(=O)(=O)Nc2cnc3ccccc3n2)cc1)c1ccccc1	7	-4
S=c1[nH]nc(-c2cc3c(s2)-c2ccccc2CC3)o1	-10	30
COc1ccc(OC)c(NC(=O)CNC(=O)Cn2c(C)cc3ccccc3c2=O)c1	24	-15
Cc1ccc([C@@H]2C[C@H]3[C@@H](CN2S(=O)(=O)c2ccc(Cl)cc2)C(=O)C[C@@H](c2ccccc2F)N3S(=O)(=O)c2ccc(C)cc2)cc1	36	-7
O=C(Nc1ccccc1Oc1ccccc1)C1CCCC1	-6	6
CCCCc1ccc(-c2ccc(C)cc2O)nc1	-2	4
NC(=O)C(C1=CCCCC1)c1ccccc1 (stereo not given)	-6	3
CN(CC(=O)Nc1ccc(F)cc1)C(=O)CSc1ncccn1	-16	6
Cc1ccc(C2=NS(=O)(=O)N(C)C(C(=O)NC(C)c3ccccc3)=C2)cc1 (stereo not given)	11	-5
N#Cc1ccsc1NC(=O)CN1CCN(S(=O)(=O)c2cc(Cl)ccc2Cl)CC1	7	-10
COc1ccc2c(c1)[nH]c1c(=O)n(CCN3CCCC3)cnc12	-6	1
CCOc1ccccc1Nc1nnc(SCC(=O)NC2CC2)s1	21	-6
O=C(CN1CCOCC1)N1CCN(c2ccc([N+](=O)[O-])cc2)CC1	-9	4
N#Cc1nc(COc2ccccc2)oc1NCCN1CCOCC1	-12	10
Cc1ccc(S(=O)(=O)NCC(=O)OCc2nnc(-c3ccccc3)o2)cc1	19	5
O=c1cc(-c2ccccc2)nc(/C=C/c2ccccc2)[nH]1	9	3
CCOCCCNC(=O)NC(=O)CN1CCN(S(=O)(=O)c2ccc3c(c2)OCCO3)CC1	1	0
CCc1nc(NCc2ccccn2)c2oc3ccccc3c2n1	-21	3
Cc1ccc(-c2nc3ncccn3c2NC2CCCCC2)o1	-2	-1
CC(C)CN(C(=O)CN1CCC(C)CC1)c1c(N)n(CC(C)C)c(=O)[nH]c1=O	-9	2
CC(=O)N(Cc1ccccc1)Cc1cn(CCC#N)nc1-c1cccc([N+](=O)[O-])c1	2	-4
Cc1cc(N2CC(C(=O)NCc3cccs3)CC2=O)ccc1C(C)C (stereo not given)	15	-16
Cc1ccc(OCC(=O)c2cc(C)n(Cc3cccs3)c2C)c([N+](=O)[O-])n1	2	-10
CCn1c(SCC(=O)c2c(N)n(C3CC3)c(=O)[nH]c2=O)nc2cc(S(N)(=O)=O)ccc21	10	-1
CC(C)CN(C(=O)Cn1nnc(-c2ccc(Cl)cc2)n1)C1CCS(=O)(=O)C1 (stereo not given)	-8	5
CC(C)CNc1ncnc2c1ncn2[C@H]1CN(CCN2CCOCC2)C[C@@H](CO)O1	10	2
O=C(Nc1ccncc1)Nc1ccc(F)cc1	7	-7
O=C(CN1C(=O)c2ccccc2S1(=O)=O)NC1CC2CCC1C2 (stereo not given)	0	1

Assay outcomes deposited in PubChem by Sanford-Burnham Center for Chemical Genomics.
